Compound activity deposited in PubChem BioAssay by Broad Institute.
PGC1a acetyl inh – inhibitors of PGC1a acetylation signal, primary screen, cell-based, U2OS, AlphaScreen, inhibitor mode; AlphaScreen anti-acetyl-lysine; with virally co-expressed GCN5 acetyltransferase; inhibition, % at 15.6 µM; actives 0.17% (n = 350,000); AID 651687, 2012;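 active = every replicate shows inhibition of at least 40%; inconclusive = mean inhibition at least 40% but some replicate below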;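 note: 0% = neutral control wells and 100% = positive control wells; some results beyond the cut were filed as inactive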
Statin myotox sup – suppressors of statin myotoxicity in C2C12 myotubes, primary screen, cell-based, single point, plate reader | C2C12 myotubes + simvastatin, ATP luminescence, 48 h; scaled: DMSO 0, geranylgeraniol control 100 | rescue of ATP level, % at 7.49 µM | actives 0.78% (n = 330,000) | AID 602340, 2012;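 active = mean ATP rescue above about 67%, or every replicate alone reaching that limit, limit read from the data, passing the limit was not always enough; inconclusive = no clear call, values can overlap the other calls; inactive = mean under the limit and some replicate under it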;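 note: myotubes were challenged with 10 µM simvastatin during compound exposure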
S100A4 inh HTS – inhibitors of S100A4-myosin IIA peptide binding, primary screen, biochemical, fluorescence polarization, TAMRA-MyoIIA peptide | Protein S100-A4 (Homo sapiens), P26447 | inhibition, % at 10.7 µM | actives 0.14% (n = 360,000) | AID 652163, 2013;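 active = mean inhibition of at least 70% across replicates, with every replicate also reaching that level; inconclusive = mean inhibition reaches 70% but some replicates fall short; inactive = mean inhibition below 70%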
Target sequence (P26447 whole entry, looked up): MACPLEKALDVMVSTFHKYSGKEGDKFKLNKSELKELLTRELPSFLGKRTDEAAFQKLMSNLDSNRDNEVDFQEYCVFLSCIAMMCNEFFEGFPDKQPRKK
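Material: S100A4 monomer protein | Medium: HEPES pH 7.2 with CaCl2, KCl, NaCl, DTT, Triton | Reagent: Labelled myosin peptide probe, 5 nM | Doses: One dose per compound | Times: 5 min incubation before reading | Benchmarks: Neutral control DMSO, positive control TFP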
ERAP1 inh – human ERAP1 aminopeptidase inhibitors, primary screen, biochemical, single point, plate reader. Endoplasmic reticulum aminopeptidase 1 (Homo sapiens), Q9NZ08. actives 0.15% (n = 340,000). AID 652197, 2013. recombinant ERAP1, Leu-AMC fluorescence, 60 min. inhibition, % at 10.7 µM;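 active = mean replicate inhibition of at least 30%, or all replicates individually reaching that 30% level; inactive = mean below 30% and not every replicate reaching it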;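 note: 0% = neutral control wells and 100% = L-leucinethiol positive control wells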
SIRT5 block – SIRT5 desuccinylase inhibitors, primary screen, biochemical, fluorescence imaging, single point, set 5. NAD-dependent protein deacylase sirtuin-5, mitochondrial (Homo sapiens), Q9NXA8. Purified SirT5, succinyl-peptide AMC, trypsin-coupled fluorescence. inhibition, % at 15 µM. actives 1.1% (n = 330,000). AID 652115, 2013; in the data active = inhibition above about 15%; inconclusive = no clear call, values can overlap the other calls
Target sequence (Q9NXA8 whole entry, looked up): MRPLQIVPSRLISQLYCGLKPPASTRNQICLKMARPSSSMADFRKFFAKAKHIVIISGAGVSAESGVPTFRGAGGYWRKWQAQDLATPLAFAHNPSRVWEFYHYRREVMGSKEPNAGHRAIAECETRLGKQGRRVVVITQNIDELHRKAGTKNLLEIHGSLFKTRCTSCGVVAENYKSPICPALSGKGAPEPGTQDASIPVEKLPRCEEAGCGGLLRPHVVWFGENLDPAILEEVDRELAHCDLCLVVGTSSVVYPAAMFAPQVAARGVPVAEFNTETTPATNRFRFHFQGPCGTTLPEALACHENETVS
XiGFP reactiv – activators of inactive X chromosome reactivation, primary screen, imaging, XiGFP fibroblasts, GFP high-content imaging, set 2; XiGFP mouse fibroblasts, % GFP-positive cells imaging, 3 d; cells co-treated with 5-aza-dC sensitizer; scaled so ellipticine positive control = 100%; activation, % at 7.58 µM; actives 0.055% (n = 360,000); AID 743238, 2013;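 active = mean normalized replicate activation at least 10% and every replicate at or above 10%; inconclusive = only one of the two criteria met; inactive = mean below 10% and not all replicates reach 10%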;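 note: 0% = median of on-plate neutral control wells and 100% = ellipticine 6 µM median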
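System: XiGFP fibroblasts, SV40-immortalized. Medium: DMEM plus 5-aza-dC sensitizer. Doses: single point. Timing: 3 d treatment, 15 min room-temperature fixation. Control set: ellipticine 6 µM.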
Cneo AK release – Cryptococcus neoformans cell lysis inducers, primary screen, AK release luminescence, single concentration; C. neoformans lysis, adenylate kinase release luminescence, 4 h; normalised: neutral wells 0, clomiphene wells 100; lysis activity, % at 15 µM; actives 0.2% (n = 360,000); AID 651654, 2012;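 active = mean lysis activity across replicates of at least 80%, whatever share of replicates individually reach that level; inactive = mean lysis activity below 80%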
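Material: C. neoformans cells; Schedule: 4 h static compound exposure, 37 °C, read 1 h post-reagent; Measured by: adenylate kinase release luminescence; Read-out: signal increase indicating cell lysis; Controls: Clomiphene as positive lysis control.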
LGR2 antag – inhibitors of bursicon-induced LGR2 CRE-luciferase signal, primary screen, cell-based, HEK293, CRE-luciferase reporter, bursicon stimulation; AID 720647, 2013; actives 0.35% (n = 380,000); inhibition, % at 9.99 µM; bursicon-stimulated, 4 h; Drosophila bursicon receptor LGR2 (rickets);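 active = drop in luminescence signal, shown as inhibition above about 50% in the replicate tests, limit read from the data, passing the limit was not always enough; inconclusive = probably only some replicates passing the limit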;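 note: agonist challenge used bursicon conditioned medium at about half maximal strength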
* = called active by the depositor; ? = inconclusive; . = not tested or not shown. A portion of the library; rates above refer to the full screens.

Short keys – A = PGC1a acetyl inh; B = Statin myotox sup; C = S100A4 inh HTS; D = ERAP1 inh; E = SIRT5 block; F = XiGFP reactiv; G = Cneo AK release; H = LGR2 antag
> CC(C)NC(=O)Nc1ccc2c(c1)C(=O)N([C@H](C)CO)C[C@H](C)[C@@H](CN(C)C(=O)Nc1ccccc1)OCCCC[C@@H](C)O2
  A = 0	B = .	C = -8	D = -2	E = 0	F = 0.9	G = 1	H = 13
> CCOC(=O)[C@]12CCC=C1N(Cc1ccc3c(c1)OCO3)C(=O)[C@H](CC(=O)NCC1CCCCC1)C2
  A = .	B = .	C = 0	D = .	E = 3	F = 0.0	G = .	H = -12
> CCCC(=O)Nc1ccc2c(c1)C(=O)N(C)C[C@@H](OC)[C@@H](C)CN(C(=O)CC)[C@H](C)CO2
  A = 3	B = 8	C = .	D = .	E = .	F = 0.0	G = .	H = -2
> CCCCn1c(N)c(N(CC)C(=O)c2ccc(C)cc2)c(=O)[nH]c1=O
  A = .	B = 19	C = -17	D = -4	E = -2	F = 0.1	G = 3	H = 2
> COc1ccccc1C1CC(=O)Nc2c1c(=O)n(C)c(=O)n2C (stereo not drawn)
  A = -4	B = -2	C = -8	D = 0	E = 0	F = 0.3	G = 2	H = 8
> CCn1ccc(C(=O)Nc2cccc(Cl)c2)n1
  A = .	B = .	C = 0	D = -1	E = .	F = 0.4	G = .	H = -80
> CN(CC(=O)Nc1ccc(S(=O)(=O)N2CCCC2)cc1)CC(=O)Nc1ccc(F)c(F)c1F
  A = .	B = .	C = -11	D = -5	E = 2	F = 0.0	G = .	H = 6
> O=C(c1ccc(Cl)cc1Cl)N1CCC(C(=O)N2CCOCC2)CC1
  A = 13	B = 3	C = 3	D = -1	E = 2	F = 0.1	G = 19	H = 3
> Cc1ccc(S(=O)(=O)N2CCCc3nc(-c4ccc(F)cc4)ccc32)cc1
  A = .	B = .	C = -2	D = -1	E = .	F = 0.1	G = .	H = ?
> COc1cccc(OCc2nnc(SCC(=O)NNC(=O)C3CCCCC3)n2C)c1
  A = .	B = .	C = 11	D = -6	E = -7	F = 0.1	G = .	H = 1
> COc1cc(C(c2c(C)[nH][nH]c2=O)c2c(C)[nH][nH]c2=O)ccc1OS(=O)(=O)c1ccccc1
  A = 7	B = -7	C = .	D = .	E = .	F = .	G = -2	H = 1
> CCc1cc2c(=O)c(-c3nc(C)cs3)coc2cc1O
  A = -4	B = 4	C = 1	D = 0	E = -5	F = 0.0	G = 1	H = -29
> O=S1(=O)N[C@H](Cc2ccccc2)COc2cccc(N3CCC[C@@H]3CO)c21
  A = .	B = .	C = 7	D = 15	E = -8	F = -0.2	G = .	H = -11
> CCNC(=O)/C(C#N)=C/c1c(N2CCOCC2)nc2ccccn2c1=O
  A = .	B = .	C = -4	D = -1	E = .	F = 0.0	G = .	H = -15
> CC[C@]12c3[nH]c4cc(-c5ccco5)ccc4c3CCN1C(=O)[C@@H](CC(=O)NCC13CC4CC(CC(C4)C1)C3)C[C@@H]2C(=O)N1CCN(C(=O)C2CC2)CC1
  A = -3	B = 12	C = 3	D = -2	E = -14	F = 0.1	G = -1	H = 10
> CCn1cc(CN2CCC(n3nccc3NC(=O)c3ccccc3C)CC2)cn1
  A = 4	B = 8	C = -1	D = -3	E = -2	F = 0.0	G = 2	H = -7
> COc1ccc(/C=N/OC(=O)c2ccc(Cl)cc2)c(Cl)c1OC
  A = 7	B = .	C = 1	D = -8	E = -1	F = 0.0	G = 0	H = 18
> Cc1cccc(-c2ccccc2[C@@H]2[C@H](C#N)N(c3ncc(-c4ccccc4)s3)[C@H]2CO)c1
  A = -4	B = .	C = 15	D = 1	E = -6	F = 0.2	G = .	H = 12
> CCCC(=O)Nc1ccc2c(c1)C(=O)N(C)C[C@@H](OC)[C@H](C)CN(C)[C@@H](C)CO2
  A = 3	B = 7	C = 6	D = -4	E = -5	F = 0.3	G = 12	H = 3
> Cn1c(N)c(C(=O)COC(=O)Cc2cccc(C(F)(F)F)c2)c(=O)n(C)c1=O
  A = -1	B = 15	C = -1	D = 1	E = -5	F = -0.1	G = 2	H = 8

Part of the list above, with values under each structure:
Values run as follows: PGC1a acetyl inh, Statin myotox sup, S100A4 inh HTS, ERAP1 inh, SIRT5 block, XiGFP reactiv, Cneo AK release, LGR2 antag
COc1ccc(/C=N/OC(=O)c2ccc(Cl)cc2)c(Cl)c1OC
→ 7, ., 1, -8, -1, 0.0, 0, 18
O=S1(=O)N[C@H](Cc2ccccc2)COc2cccc(N3CCC[C@@H]3CO)c21
→ ., ., 7, 15, -8, -0.2, ., -11
CCCC(=O)Nc1ccc2c(c1)C(=O)N(C)C[C@@H](OC)[C@H](C)CN(C)[C@@H](C)CO2
→ 3, 7, 6, -4, -5, 0.3, 12, 3

Going on with the list:
Short keys – A = PGC1a acetyl inh; B = Statin myotox sup; C = S100A4 inh HTS; D = ERAP1 inh; E = SIRT5 block; F = XiGFP reactiv; G = Cneo AK release; H = LGR2 antag
> CC(C)N1C(=O)[C@@]2(Cc3ccccc31)c1ccccc1C(=O)N(C1CCCCC1)[C@H]2c1ccc(CO)cc1
  A = .	B = .	C = -8	D = 2	E = 1	F = .	G = -4	H = .
> COc1cc(SC)ccc1C(=O)NCCOc1ccc(C)c(C)c1
  A = -10	B = .	C = -1	D = 3	E = -1	F = 0.2	G = -2	H = .
> CCOc1cccc(C(=O)N/N=C/c2ccoc2)c1
  A = 0	B = 6	C = -6	D = 1	E = 0	F = 0.2	G = -2	H = -10
> CO[C@H]1CN(C)C(=O)c2ccc(NC(=O)c3ccccc3)cc2OC[C@@H](C)NC[C@@H]1C
  A = 6	B = 4	C = 7	D = -2	E = .	F = -0.3	G = 44	H = 2
> COCCOC(=O)N1C(=O)[C@@]2(c3ccccc31)[C@H](c1ccc(O)cc1)N1[C@H](c3ccccc3)[C@H](c3ccccc3)OC(=O)[C@H]1[C@@H]2C(=O)N1CCc2cc(OC)c(OC)cc2C1
  A = -19	B = .	C = 5	D = 1	E = 2	F = .	G = -17	H = .
> O=C(CSc1nnc(CNC(=O)c2ccc(F)cc2)o1)NCCc1ccccc1
  A = 11	B = -1	C = 0	D = 2	E = -3	F = 0.0	G = 1	H = -2
> Cc1ccccc1C(=O)N1CCC(C(=O)Oc2ccc(C#N)cc2)CC1
  A = .	B = -1	C = 0	D = 4	E = 0	F = 0.0	G = 2	H = -3
> CCOc1ccc(NC(=O)CCC(=O)Nc2nnc(CC)s2)cc1
  A = 1	B = 4	C = -2	D = -2	E = 7	F = 0.1	G = 0	H = 6
> O=C(c1ccccn1)N1CC(=O)N2[C@@H](CO)[C@@H](c3ccc(C#Cc4ccccc4)cc3)[C@@H]2C1
  A = 0	B = .	C = -3	D = 2	E = 2	F = 0.0	G = .	H = 5
> Nc1ccn([C@H]2CC[C@@H](CO)O2)c(=O)n1
  A = 8	B = -3	C = 3	D = -2	E = -2	F = -0.3	G = -1	H = 2
> COC(=O)c1sc(C(C)(C)C)cc1CS(=O)(=O)c1ccc(Cl)cc1
  A = .	B = .	C = 7	D = 0	E = -1	F = 0.3	G = .	H = 40
> CC(=O)c1ccc(NS(=O)(=O)c2ccc(C(C)(C)C)cc2)cc1
  A = -16	B = .	C = -1	D = 3	E = -2	F = 0.2	G = .	H = 13
> C=C1[C@@H](OC(C)=O)C=C[C@@]2(C)C=CC(=O)[C@@](C)(OC(C)=O)[C@@H]2[C@@H](OC(C)=O)[C@]2(O)[C@@H](C)C(=O)O[C@H]2[C@H]1Cl
  A = 5	B = -5	C = 2	D = 1	E = -1	F = .	G = 1	H = 8
> c1cc(-c2ccsc2)n2ccnc2c1
  A = 3	B = 2	C = -5	D = 1	E = .	F = 0.2	G = 1	H = 1
> O=C(C[C@@H]1C[C@@H]2c3cc(NC(=O)Nc4ccc(F)cc4)ccc3O[C@@H]2[C@@H](CO)O1)NCC1CC1
  A = 0	B = -2	C = .	D = .	E = .	F = 0.0	G = 87*	H = -2
> CCC(=O)Nc1ccc2c(c1)OC[C@H](C)N(C(C)=O)C[C@@H](C)[C@H](OC)CN(C)C2=O
  A = 18	B = .	C = 15	D = 2	E = .	F = -0.3	G = .	H = 11
> O=C(Nc1ccc2c(c1)[C@H]1C[C@@H](CC(=O)N3CCc4ccccc4C3)O[C@@H](CO)[C@H]1O2)NC1CCCC1
  A = -16	B = 0	C = -62	D = 1	E = -4	F = 0.1	G = -1	H = 5
> Cc1ccc(NC(=O)COC(=O)Cc2ccsc2)c(C)c1
  A = 2	B = 2	C = 5	D = -5	E = -2	F = 0.0	G = .	H = -1
> CC(=O)c1ccc(NC(=O)C(C)OC(=O)C2CCN(c3ccc(C(F)(F)F)cn3)CC2)cc1 (stereo not drawn)
  A = -4	B = 5	C = -2	D = -3	E = 3	F = 0.4	G = 3	H = 16
> CN(C)C(CNC(=O)c1ccc(S(=O)(=O)N(C)C)cc1)Cc1ccccc1 (stereo not drawn)
  A = .	B = .	C = -7	D = 0	E = -2	F = 0.1	G = .	H = -6
> C[C@H](CO)N1C[C@H](C)[C@H](CN(C)C(=O)Nc2ccc3c(c2)OCO3)OCCCC[C@H](C)Oc2ccc(NS(=O)(=O)c3ccccc3)cc2C1=O
  A = -3	B = .	C = 2	D = -1	E = 7	F = 0.3	G = 6	H = 6
> COc1cccc(C#Cc2cnc3c(c2)C(=O)N([C@@H](C)CO)C[C@H](C)[C@@H](CN(C)C(=O)C2CCOCC2)O3)c1
  A = 5	B = 16	C = 10	D = -1	E = 7	F = -1.3	G = -2	H = -2
> O=C(Nc1ccccc1C(=O)NCCN1CCOCC1)c1ccc(Cl)cc1Cl
  A = -3	B = 8	C = 3	D = -2	E = -3	F = 0.0	G = -1	H = -13
> CCOCCCNC(=O)CN1CCN(Cc2ccccc2C)C1=O
  A = -3	B = -1	C = -15	D = .	E = .	F = -0.1	G = -2	H = 3
> CC1CN(C(=O)CCC(=O)NC2CCN(Cc3ccccc3)CC2)c2ccccc2O1 (stereo not drawn)
  A = 26	B = -1	C = 0	D = -1	E = 0	F = 0.1	G = -2	H = 14
> CCC(=O)Nc1ccc2c(c1)C(=O)N(C)[C@H]1CC[C@@H](CC(=O)NCCN3CCCCC3)O[C@H]1CO2
  A = -4	B = 0	C = 16	D = 0	E = -3	F = 0.1	G = 0	H = -14
> CN1C(=O)c2ccccc2C(O)c2ccccc21 (stereo not drawn)
  A = .	B = -9	C = -8	D = -4	E = -1	F = 0.4	G = -2	H = 6
> CCN(CC)c1c([N+](=O)[O-])c(=O)sc2ccccc12
  A = .	B = .	C = 25	D = -1	E = 1	F = 0.0	G = .	H = 9
